GASC1 inh = inhibitors of GASC-1 (KDM4C) histone demethylase, primary screen, biochemical, single concentration HTS. GST-KDM4C 2-372, H3K9me3 peptide, LANCE TR-FRET. inhibition, % at 12.5 µM. 96,000 tested, 0.15% active;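 active means mean replicate inhibition above about 25%, with at least 55% of replicates also reaching it, limit read from the data, passing the limit was not always enough; inconclusive means only one of those two conditions met; inactive means neither condition met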
Target sequence (Q9H3R0 2-372 limits assumed): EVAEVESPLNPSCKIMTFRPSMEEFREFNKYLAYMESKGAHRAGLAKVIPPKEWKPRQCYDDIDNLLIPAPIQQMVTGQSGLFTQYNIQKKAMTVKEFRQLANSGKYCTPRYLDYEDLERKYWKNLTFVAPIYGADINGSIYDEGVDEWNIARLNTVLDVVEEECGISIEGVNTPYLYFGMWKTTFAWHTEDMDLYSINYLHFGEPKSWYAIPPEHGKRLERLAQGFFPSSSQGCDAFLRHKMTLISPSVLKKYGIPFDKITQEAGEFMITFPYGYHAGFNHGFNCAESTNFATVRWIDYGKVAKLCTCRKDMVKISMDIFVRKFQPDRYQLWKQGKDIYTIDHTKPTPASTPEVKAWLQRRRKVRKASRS
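Material: N-terminal GST-fused human GASC-1 (KDM4C) fragment, residues 2-372. Input: 10 nM enzyme. Incubation: enzyme reaction 30 min, then detection 60 min, both room temperature. Doses: one test concentration per compound. Read-out basis: inhibition from TR-FRET ratio decrease. Detection: LANCE TR-FRET, excitation 340 nm, emissions 618 and 671 nm.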
Pf Dd2 inh = P. falciparum Dd2 growth inhibitors, primary screen, SYBR Green fluorescence, single dose replicates. AID 1159554, 2015. 72 h; active compounds read low. 94,000 tested, 2.3% active. activity change, % at 10 µM; in the data active means activity change below about -80%; inconclusive means no clear call, values can overlap the other calls
T cruzi growth = T. cruzi intracellular proliferation inhibitors, primary screen, cell-based, beta-gal Tulahuen parasites, NIH3T3 host, luminescence. 77,000 tested, 5.9% active. inhibition, % at 8.34 µM. T. cruzi beta-gal in NIH3T3, GalScreen luminescence, 90 h;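 active means mean inhibition above about 93%, with at least 55% of replicates each passing it, limit read from the data, passing the limit was not always enough; inconclusive means only one of those two conditions holds; inactive means neither condition holds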
C diff growth = C. difficile growth inhibitors, primary screen, HTS; Clostridium difficile clinical isolate growth, OD600, 24 h; active compounds read low; growth activity, negative = inhibition, % at 16 µg/mL (by protocol); 86,000 tested, 0.25% active;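 active means mean growth activity at or below -80% and every replicate also at or below -80%; inconclusive means mean at or below -80% but some replicate above -80%; inactive means mean growth activity above -80%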;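 further: 0% = DMSO wells and -100% = levofloxacin 16 µg/mL wells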
The depositor's hits bear a star; ? = inconclusive; · = no result given; & = joins results of further samples.

Order of values: GASC1 inh	Pf Dd2 inh	T cruzi growth	C diff growth
> CCCNC(=O)N1C[C@@H]2N[C@H](C1)C2c1ccc(-c2cccc(F)c2)cc1 (stereo partly specified)
  -1.4&-1.5	7&-48	·	-6&1
> C[C@H](CO)N1C[C@H](C)[C@@H](CN(C)CC2CCCCC2)OCCCC[C@H](C)Oc2ccc(NS(=O)(=O)c3ccccc3)cc2C1=O
  0.2	-13	15	6
> COc1ccc(C#Cc2ccc3c(c2)O[C@@H](CN(C)S(=O)(=O)c2ccccc2F)[C@H](C)CN([C@H](C)CO)S3(=O)=O)cc1
  -4.5	-78	·	1
> COc1ccc(S(=O)(=O)N(C)C[C@H]2Oc3ccc(NC(=O)CCCCCC(=O)Nc4ccccc4N)cc3CC(=O)N([C@@H](C)CO)C[C@@H]2C)cc1
  -3.6	-9	8	-2
> CC(C)NC(=O)N(C)C[C@@H]1Oc2c(NC(=O)C3CC3)cccc2C(=O)N([C@H](C)CO)C[C@H]1C
  0.4	-36	-5	-2
> CN1CCN(C(=O)C[C@H]2C[C@@H]3c4cc(NC(=O)C5CCC5)ccc4O[C@@H]3[C@@H](CO)O2)CC1
  -1.7	18	19	7
> COc1ccc(NC(=O)Nc2ccc3c(c2)C(=O)N([C@@H](C)CO)C[C@@H](C)[C@@H](CN(C)C(=O)Nc2ccc(F)cc2)O3)cc1
  -0.4	-14	3	4
> CC=Cc1ccc2n(c1=O)C[C@H]1[C@H](CO)[C@@H](C(=O)OC)N(Cc3ccccc3)[C@@H]21 (mixture of isomers)
  4.0	0	43	-2
> Cc1ccccc1CN(C)C[C@H]1OCc2cn(nn2)CCCC(=O)N([C@@H](C)CO)C[C@@H]1C
  0.7	-27	-52	-1
> CCCNC(=O)N(C)C[C@@H]1Oc2ncc(/C=C/c3ccccc3)cc2C(=O)N([C@@H](C)CO)C[C@H]1C
  -0.7	-26	103*	10
> COCC(=O)N1C[C@H](C)[C@@H](OC)CN(C)C(=O)c2ccc(NS(C)(=O)=O)cc2OC[C@@H]1C
  0.2	11	?	·
> C[C@@H]1CN([C@H](C)CO)C(=O)Cc2cc(NS(=O)(=O)c3cn(C)cn3)ccc2O[C@H]1CN(C)C(=O)Nc1ccc2c(c1)OCO2
  1.6	-69	13	-5
> CC(C)c1cn(CC[C@H]2CC[C@H](NC(=O)Nc3cc(Cl)cc(Cl)c3)[C@@H](CO)O2)nn1
  -0.1	3	-36	·
> N#C[C@H]1[C@@H](c2ccc(C3=CCCC3)cc2)[C@H](CO)N1C(=O)C1CC1
  1.1	18	65	-3
> CCC(=O)N(C)C[C@@H]1Oc2ncc(-c3ccc(C(=O)N(C)C)cc3)cc2C(=O)N([C@@H](C)CO)C[C@@H]1C
  -1.6	42	38	2

Laid out differently: results already given
SMILES	GASC1 inh	Pf Dd2 inh	T cruzi growth	C diff growth
CCCNC(=O)N(C)C[C@@H]1Oc2ncc(/C=C/c3ccccc3)cc2C(=O)N([C@@H](C)CO)C[C@H]1C	-0.7	-26	103*	10
COCC(=O)N1C[C@H](C)[C@@H](OC)CN(C)C(=O)c2ccc(NS(C)(=O)=O)cc2OC[C@@H]1C	0.2	11	?	·

Continuation:
Order of values: GASC1 inh	Pf Dd2 inh	T cruzi growth	C diff growth
> C[C@@H]1CN([C@H](C)CO)C(=O)c2cccc(NC(=O)c3ccncc3)c2O[C@H]1CN(C)C(=O)NC1CCCCC1
  -1.2	17	21	-1
> C[C@H]1CN([C@@H](C)CO)C(=O)c2cc(NC(=O)Nc3cccc4ccccc34)ccc2O[C@H]1CN(C)C(=O)Nc1ccc(F)cc1
  -0.9	17	21	0
> COc1ccc(CN(C)C[C@@H]2Oc3ccc(NC(=O)CCCN(C)C)cc3C(=O)N([C@@H](C)CO)C[C@H]2C)cc1
  1.4	19	·	4
> CCCNC(=O)C[C@H]1CC[C@H]2[C@@H](COC[C@@H](O)CN2C(=O)C2CCOCC2)O1
  1.6	17	8	·
> C[C@H]1CN([C@@H](C)CO)C(=O)c2cc(NS(=O)(=O)c3ccc(F)cc3)ccc2O[C@@H]1CN(C)Cc1ccncc1
  9.4	3	91	-1
> C[C@H]1CN([C@@H](C)CO)C(=O)CCCn2nncc2CO[C@H]1CN(C)C(=O)Cc1ccccc1
  0.8	-19&-37	32&-8	-2
> O=C(CCN1CCCCC1)NCC[C@H]1CC[C@H](NC(=O)Nc2ccc(F)cc2)[C@H](CO)O1
  1.4	29	-15	-3
> COc1ccc(NC(=O)N(C)C[C@H]2Oc3c(NC(=O)c4nc5ccccc5s4)cccc3C(=O)N([C@H](C)CO)C[C@H]2C)cc1
  7.0	-55	34	0
> CCC(=O)Nc1ccc2c(c1)OC[C@H](C)N(C(=O)Cc1ccccn1)C[C@@H](C)[C@H](OC)CN(C)C2=O
  0.6	24	3	·
> C[C@H](CO)N1C[C@H](C)[C@H](CN(C)C)Oc2c(NC(=O)C3CC3)cccc2C1=O
  0.4	-2	-10	4
> O=C(C[C@@H]1CC[C@H]2[C@@H](COC[C@H](O)CN2C(=O)Nc2ccc(C(F)(F)F)cc2)O1)NCCc1ccncc1
  -2.3	-1	63	1
> C[C@H](CO)N1C[C@H](C)[C@@H](CN(C)Cc2ccc(Cl)c(Cl)c2)Oc2c(NC(=O)NC3CCCCC3)cccc2C1=O
  -0.5	4	82	-4
> COc1ccc(S(=O)(=O)N(C)C[C@H]2Oc3ccc(NC(=O)CCCN(C)C)cc3CC(=O)N([C@@H](C)CO)C[C@H]2C)cc1
  0.9	21	·	0
> N#C[C@H]1[C@@H](c2ccccc2-c2ccccc2)[C@@H](CO)N1c1ncc(-c2ccccc2)s1
  -4.3	0	·	-7
> N#C[C@@H]1[C@H](c2ccc(-c3ccccc3F)cc2)[C@@H](CO)N1C(=O)Cc1ccccc1
  -0.8	-23	84	10
> O=C(C[C@@H]1CC[C@@H](NC(=O)Nc2cc(F)ccc2F)[C@H](CO)O1)Nc1ccccc1
  0.5	·	·	-5
> C[C@@H]1CCCCO[C@@H](CN(C)S(=O)(=O)c2cn(C)cn2)[C@@H](C)CN([C@@H](C)CO)C(=O)c2cc(NS(=O)(=O)c3ccccc3)ccc2O1
  0.7	53	6	-1
> CN(C)C(=O)c1cccc(-c2ccc([C@H]3[C@H]4CN(CCC(F)(F)F)CCCCN4[C@H]3CO)cc2)c1
  -0.7	-8	16	5
> O=C(C1CCCC1)N1CCCCN2[C@H](CO)[C@H](c3ccc(C#CC4CC4)cc3)[C@H]2C1
  ·	-21	113*	-10
> CCCC(=O)N1C[C@@H]2[C@H](c3ccccc31)[C@@H](CO)N2C(=O)Nc1ccc(F)cc1
  3.6	4	-26	0
> CNC[C@H]1Oc2ccc(NC(=O)Nc3ccc4c(c3)OCO4)cc2CC(=O)N([C@H](C)CO)C[C@@H]1C
  -1.4	14	14	1
> CC(C)CC#Cc1ccc([C@@H]2[C@H]3CN(C(=O)NC4CCCC4)CC(=O)N3[C@H]2CO)cc1
  0.6	-69	·	56
> C[C@@H]1CCCCO[C@@H](CN(C)Cc2ccc(C(=O)O)cc2)[C@H](C)CN([C@H](C)CO)C(=O)c2cc(NC(=O)CCC(F)(F)F)ccc2O1
  1.5	-8	-30	3
> C[C@H]1CN([C@@H](C)CO)C(=O)Cc2cc(NC(=O)Nc3ccccc3)ccc2O[C@H]1CN(C)C
  1.8	9	15	4
> CC=Cc1ccc2n(c1=O)C[C@H]1[C@H](CO)[C@@H](C(=O)NCCc3ccncc3)N[C@@H]21 (mixture of isomers)
  1.3	5	17	-2
> COc1ccc(CN(C)C[C@H]2OCCCC[C@H](C)Oc3ccc(NC(=O)c4ccccc4)cc3C(=O)N([C@@H](C)CO)C[C@H]2C)cc1
  -2.4	-64	53	-8
> O=C(N[C@H]1CC[C@@H](CCNS(=O)(=O)c2ccc(F)cc2)O[C@@H]1CO)c1cnccn1
  -0.9	-4	33	-2
> COc1ccc(CN(C)C[C@H]2Oc3ccc(NS(=O)(=O)c4ccc(F)cc4)cc3C(=O)N([C@H](C)CO)C[C@H]2C)cc1
  17	15	3	-1
> O=C(c1ccc2c(c1)OCO2)N1CC(=O)N2[C@H](C1)[C@H](c1ccc(C#CCC3CCCC3)cc1)[C@@H]2CO
  4.5	-15	·	-21
> C/C=C/c1ccc2c(c1)O[C@H](CN(C)C(=O)c1ccccc1)[C@H](C)CN([C@@H](C)CO)S2(=O)=O
  0.4	23	·	-3

Single entries from the list:
Reading of `O=C(N[C@H]1CC[C@@H](CCNS(=O)(=O)c2ccc(F)cc2)O[C@@H]1CO)c1cnccn1` in C diff growth: -2
Reading of `C[C@@H]1CCCCO[C@@H](CN(C)S(=O)(=O)c2cn(C)cn2)[C@@H](C)CN([C@@H](C)CO)C(=O)c2cc(NS(=O)(=O)c3ccccc3)ccc2O1` in C diff growth: -1
Reading of `COc1ccc(CN(C)C[C@H]2Oc3ccc(NS(=O)(=O)c4ccc(F)cc4)cc3C(=O)N([C@H](C)CO)C[C@H]2C)cc1` in C diff growth: -1
Reading of `O=C(C[C@@H]1CC[C@@H](NC(=O)Nc2cc(F)ccc2F)[C@H](CO)O1)Nc1ccccc1` in GASC1 inh: 0.5
Reading of `CC(C)CC#Cc1ccc([C@@H]2[C@H]3CN(C(=O)NC4CCCC4)CC(=O)N3[C@H]2CO)cc1` in C diff growth: 56
Reading of `CNC[C@H]1Oc2ccc(NC(=O)Nc3ccc4c(c3)OCO4)cc2CC(=O)N([C@H](C)CO)C[C@@H]1C` in Pf Dd2 inh: 14

Further compounds follow.
Order of values: GASC1 inh	Pf Dd2 inh	T cruzi growth	C diff growth
> COc1ccccc1-c1ccc2c(c1)O[C@H](CN(C)C(=O)c1ccncc1)[C@@H](C)CN([C@@H](C)CO)S2(=O)=O
  0.3	-6	78	-2
> C[C@H]1CN([C@@H](C)CO)C(=O)c2c(c3ccccc3n2C)-c2ccccc2CO[C@H]1CN(C)C(=O)[C@H](Cc1ccccc1)N(C)C
  0.2	-56	13	9
> C[C@H]1CN([C@@H](C)CO)C(=O)c2cc(NC(=O)Cc3cn(C)c4ccccc34)ccc2O[C@H]1CN(C)Cc1ccc(-c2ccccc2)cc1
  -3.3	-2	42	53
> C[C@H]1CN([C@@H](C)CO)C(=O)c2cc(NC(=O)Cc3cn(C)c4ccccc34)ccc2O[C@@H]1CN(C)CC1CC1
  0.0	-83*	·	4
> CCC(=O)N1CC(=O)N2[C@@H](CO)[C@@H](c3ccc(-c4cccnc4)cc3)[C@@H]2C1
  -0.4	29	·	1
> Cc1ccc(-c2ccc([C@H]3[C@@H](CO)N4C(=O)CN(C(=O)Nc5ccc(F)cc5)C[C@@H]34)cc2)cc1
  -1.1	-33	·	-2
> O=C(C1CCCC1)N1CC(=O)N2[C@H](C1)[C@@H](c1ccc(C#Cc3cccc(F)c3)cc1)[C@@H]2CO
  -1.2	-74	·	23
> C/C=C/c1ccc([C@H]2[C@@H](CO)N3CCCCN(C(=O)Nc4ccc(OC)cc4)C[C@H]23)cc1
  -0.4	-17	?	3
> O=C(C[C@@H]1CC[C@H]2[C@@H](COC[C@H](O)CN2C(=O)c2ccccc2F)O1)NCc1ccccc1
  -0.9	1	-17	·
> CN1C[C@H]2[C@@H](c3ccccc31)[C@H](CO)N2Cc1ccccc1Cl
  -1.2	-17	23	4
> Cc1ccc(S(=O)(=O)N(C)C[C@@H]2Oc3ccc(NS(=O)(=O)c4ccc(Cl)cc4)cc3CC(=O)N([C@H](C)CO)C[C@H]2C)cc1
  1.7	-39	25	5
> O=C(NCC[C@@H]1CC[C@@H](NS(=O)(=O)c2cccc(F)c2)[C@H](CO)O1)C1CCC1
  -2.3	-9	·	0
> C[C@H](CO)N1C[C@H](C)[C@@H](CN(C)C(=O)C2CC2)Oc2ncc(Br)cc2C1=O
  4.3	27	3	1
> Cc1ccc(S(=O)(=O)N(C)C[C@H]2OCCCC[C@H](C)Oc3ccc(NS(C)(=O)=O)cc3C(=O)N([C@@H](C)CO)C[C@H]2C)cc1
  1.5	-15	6	-3
> CN1C(=O)c2cc(NC(=O)NCc3ccccc3)ccc2OC[C@@H]2O[C@H](CC(=O)NCC3CCCCC3)CC[C@@H]21
  -3.1	-7	9	4
> C[C@@H]1CN([C@@H](C)CO)C(=O)c2cc(NC(=O)Nc3ccc4c(c3)OCO4)ccc2O[C@H]1CN(C)C(=O)Nc1cccc2ccccc12
  7.2	-79	73	·
> C[C@H]1CN([C@@H](C)CO)C(=O)c2cc(NC(=O)CCC(F)(F)F)ccc2O[C@H]1CN(C)S(=O)(=O)c1ccccc1
  0.5	9	7	2
> Cc1noc(C)c1S(=O)(=O)N(C)C[C@@H]1OCCCC[C@H](C)Oc2ccc(NC(=O)NC3CCCCC3)cc2C(=O)N([C@H](C)CO)C[C@H]1C
  -2.4	-3	40	-1
